Mm-Cpn inhibitor: M. maripaludis TRiC chaperonin inhibition. purified Mm-Cpn ATPase, ADP Transcreener TR-FRET. Potency, µM (series often up to 76.9 µM), inactives show top-dose activity, negative = inhibition, hits mostly inhibitors. 0.031% of 330,000 active. AID 504842; also: potency is read from the fitted curve at half-maximal effect; % is scaled to controls: 0 for no effect and ±100 for the full control effect; nearly all actives have a fitted effect of over 80% in size
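ATP (10 uM final) was added to archaeal chaperonin (25 nM final) after 10 min exposure to test compound at 37°C; after 30 min further incubation, ADP was detected by competitive TR-FRET.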
Akt phos inh: Akt phosphorylation inhibition. Neuro2A IGF-stimulated pAkt S473 HTRF, 20 min; active compounds read low. activity change, % for hits at 50 µM. 0.32% of 360,000 active; in the data active = activity change below about -80%; inconclusive = mostly about -51% to -80%; also: % is scaled to controls: 0 for no effect and ±100 for the full control effect
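Single-point screen (50 µM final compound) in Neuro2A cells stimulated 20 min with 6 nM IGF at 37 deg C. After lysis, Ser473-phosphorylated Akt read by HTRF (ex 330 nm, em 615/665 nm) as the 665/615 ratio.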
Nrf2 block: Nrf2 pathway inhibition | A549 ARE-Fluc reporter, luciferase luminescence, 18-24 h | Potency, µM (series often up to 46 µM), inactives show at the top dose activity change, negative = inhibition, usual class: inhibitors | 2.1% of 360,000 active; also: potency is read from the fitted curve at half-maximal effect; % is scaled to controls: 0 for no effect and ±100 for the full control effect; nearly all actives have a fitted effect of over 60% in size
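A549 ARE_Fluc cells (5000/well, 5% FBS OPTI-MEM) pre-incubated 2 h, then treated with compounds 18-24 h at 37C/5% CO2 in concentration-response. CellTiter-Fluor viability read first; BugLite luciferase luminescence after 15 min at room temperature gives Nrf2 activity.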
EPAC2 agonist: agonists of human EPAC2 (RAPGEF4). EPAC2 activation, biochemical qHTS; response scale: 100% = 6.5 mM cAMP response. Potency, µM (top dose mostly 154 µM), without a hit: at the top dose activation, most hits filed as activators. 0.079% of 360,000 active. AID 720711; also: potency is read from the fitted curve at half-maximal effect; nearly all actives have a fitted effect of over 50% in size
Target sequence (Q8WZA2 whole entry, looked up): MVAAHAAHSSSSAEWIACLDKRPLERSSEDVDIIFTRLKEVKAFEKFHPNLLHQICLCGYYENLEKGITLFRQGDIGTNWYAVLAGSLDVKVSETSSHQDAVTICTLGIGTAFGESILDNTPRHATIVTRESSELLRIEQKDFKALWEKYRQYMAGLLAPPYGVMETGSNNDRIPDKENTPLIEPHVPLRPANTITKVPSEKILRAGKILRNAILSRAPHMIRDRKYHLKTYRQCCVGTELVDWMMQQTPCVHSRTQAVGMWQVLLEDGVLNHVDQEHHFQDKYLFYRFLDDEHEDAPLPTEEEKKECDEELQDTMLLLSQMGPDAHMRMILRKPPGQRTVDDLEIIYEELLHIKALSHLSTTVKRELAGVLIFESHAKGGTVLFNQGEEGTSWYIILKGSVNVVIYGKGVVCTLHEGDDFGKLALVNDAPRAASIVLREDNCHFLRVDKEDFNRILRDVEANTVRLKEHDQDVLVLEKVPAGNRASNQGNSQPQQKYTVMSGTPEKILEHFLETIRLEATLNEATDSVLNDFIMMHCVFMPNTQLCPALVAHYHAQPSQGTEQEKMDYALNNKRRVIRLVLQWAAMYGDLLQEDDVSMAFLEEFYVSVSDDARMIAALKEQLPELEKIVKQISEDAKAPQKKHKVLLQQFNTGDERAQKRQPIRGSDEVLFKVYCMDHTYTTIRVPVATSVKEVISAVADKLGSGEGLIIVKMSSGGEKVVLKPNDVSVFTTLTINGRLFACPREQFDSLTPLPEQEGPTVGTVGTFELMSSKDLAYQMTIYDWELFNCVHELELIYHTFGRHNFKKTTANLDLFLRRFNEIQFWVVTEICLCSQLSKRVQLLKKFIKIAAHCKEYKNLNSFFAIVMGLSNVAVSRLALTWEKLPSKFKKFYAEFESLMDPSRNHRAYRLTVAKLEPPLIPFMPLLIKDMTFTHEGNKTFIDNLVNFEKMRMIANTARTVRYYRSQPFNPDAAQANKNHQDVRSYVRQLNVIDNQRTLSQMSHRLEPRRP
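Setup: EPAC2 100 nM, labeled Rap1B complex 250 nM, free GDP 50 uM. Compound titrations pinned in, brief spin, 5 min room temperature incubation. Kinetic fluorescence read over 30 min, normalized to 6.5 mM cAMP.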
Nrf2 ARE act: activates Nrf2 signaling; 0.31% of 410,000 active; AREc32 ARE-luciferase reporter (MCF7-derived line), luminescence, 24 h; Potency, µM (titrated, usually from 46.1 µM), inactives show at the top dose activation, most hits filed as activators; also: potency is read from the fitted curve at half-maximal effect; % of control where 0% means no effect; nearly all actives have a fitted effect of over 65% in size
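AREc32 cells carrying an ARE-driven firefly luciferase, 1000 cells/well in OPTI-MEM with 5% FBS, dosed after overnight attachment and incubated 24 hr at 37 deg C. Steady-Glo luminescence read after 30 min at RT.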
CCT modulator: changes cytosolic chaperonin activity; purified chaperonin ATPase assay, HTRF ADP detection, 30 min; AID 651819; 0.3% of 360,000 active; activity change, % (concentration not given with the values), hits read low; in the data active = activity change below about -30%; also: % is scaled to controls: 0 for no effect and ±100 for the full control effect
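Enzyme 40 or 20 nM (batch-dependent) in Tris pH 7.4/KCl/MgCl2/DTT; cpd 76 uM single point; ATP 10 uM; 30 min 37 °C; Transcreener ADP HTRF detection, 30 min RT; ratio 665/615.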
A549 tox: A549 cytotoxicity, counter-screen for Nrf2 inhibitors | A549 ARE-Fluc cells, CellTiter-Fluor viability, 18-24 h | Potency, µM (top dose mostly 46 µM), for inactives: top-dose activity change, negative = cytotoxicity, actives largely listed as inhibitors | 0.16% of 390,000 active; also: potency is read from the fitted curve at half-maximal effect; % is scaled to controls: 0 for no effect and ±100 for the full control effect
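A549 ARE-Fluc cells in 5% FBS OPTI-MEM, 5000 cells/well, rested 2 h then exposed to compounds in concentration-response for 18-24 h at 37 °C. Viability by CellTiter-Fluor fluorescence (Ex 405/Em 525) after 30 min; luciferase luminescence (BugLite, 15 min, RT) read afterwards.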
EPAC2 antag: blocks human EPAC2 exchange factor; 0.18% of 360,000 active; AID 720708; EPAC2 GEF exchange of Rap1B-BODIPY-GDP, fluorescence; Q8WZA2; Potency, µM (highest dose often 114 µM), for inactives: at the highest dose activity, negative = inhibition, usual class: inhibitors; also: potency is read from the fitted curve at half-maximal effect; % is scaled to controls: 0 for no effect and ±100 for the full control effect; nearly all actives have a fitted effect of over 45% in size; many of its hits are not listed in these tables
TGFb inhibitor: blocks TGF-b signaling; HepG2 CAGA-GFP TGF-b/SMAD3 reporter, GFP fluorescence, 18 h; TGF-beta stimulated, 500 pg/mL final; Potency, µM (series often up to 46.1 µM), inactives show top-dose activity, negative = inhibition, usual class: inhibitors; 1.2% of 410,000 active; AID 588855; also: potency is read from the fitted curve at half-maximal effect; % is scaled to controls: 0 for no effect and ±100 for the full control effect; nearly all actives have a fitted effect of over 65% in size
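GFP signal (ex488/em500-530) from TGF-beta-stimulated HEPG2 CAGA-GFP cells, 500 pg/mL final, 18 h at 37 degrees C in DMEM plus 1% FBS, normalized to unstimulated and DMSO-stimulated controls.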
* = called active by the depositor; i = inactive; ? = inconclusive; . = not tested or not shown; & = joins results of further samples. Unless noted, calls follow the shape of the dose curve; as a rule, active = well fitted curve in the direction sought with a large enough effect; inconclusive = small, poorly fitted or top-dose-only effect, or another doubt; inactive = no such curve, though single readings can be large; an effect the other way counts as inactive or inconclusive. This is a subset. The share of hits here may be higher or lower than overall.

Letter code – A = Mm-Cpn inhibitor; B = Akt phos inh; C = Nrf2 block; D = EPAC2 agonist; E = Nrf2 ARE act; F = CCT modulator; G = A549 tox; H = EPAC2 antag; I = TGFb inhibitor
> O=C(COCc1cc(-c2ccco2)on1)Nc1cccc(Cl)c1Cl
  A: . | B: . | C: ? | D: . | E: ? | F: . | G: 16% | H: . | I: 0%
> CCN(CC)C(=O)CSc1nc(C)cc(C)n1
  A: -3% | B: i | C: 15% | D: 2% | E: -0.2% | F: 0.5 | G: -7% | H: 1% | I: -23%
> Cc1cccc(NC(=O)c2sc(-n3nc(C)c(Cc4ccc5c(c4)OCO5)c3C)nc2C)c1C
  A: . | B: . | C: 2% | D: . | E: 2.6% | F: . | G: 1% | H: . | I: -2%
> Cc1ccc(S(=O)(=O)Nc2ccc3[nH]ccc3c2)cc1
  A: 0% | B: i | C: 2% | D: 2% | E: -0.9% | F: -2.0 | G: 5% | H: -8% | I: 0%
> CCN1C(=O)/C(=C\C(=O)c2cccs2)c2cc(Br)ccc21
  A: -6% | B: i | C: -4% | D: 3% | E: 14% | F: 1.2 | G: -10% | H: 4% | I: 0%
> COC(=O)Nc1nnc(Cc2ccc(Cl)cc2)s1
  A: 0% | B: i | C: ? | D: 7% | E: 2.5% | F: -0.7 | G: -1% | H: 3% | I: ?
> CC(C)Cn1cc(NC(=O)N2CCN(c3cccc(Cl)c3)CC2)c2ccccc2c1=O
  A: . | B: . | C: -12% | D: . | E: 0.4% | F: . | G: -7% | H: . | I: -12%
> CC(=O)c1cccc(NC(=O)CCNC(=O)c2ccccc2Cl)c1
  A: -2% | B: i | C: 13% | D: 0% | E: 0.4% | F: -2.9 | G: 2% | H: 0% | I: 14%
> Cc1ccc(S(=O)(=O)NC(CC(=O)NCC2CCCO2)c2ccccc2)cc1 (stereo not given)
  A: -2% | B: i | C: -10% | D: 4% | E: 0.6% | F: -0.2 | G: -1% | H: -3% | I: 1%
> COc1ccc(S(=O)(=O)NCc2ccc(C(=O)NCCCN3CC(C)CC(C)C3)cc2)cc1 (stereo not given)
  A: 3% | B: i | C: 1% | D: -2% | E: 0.2% | F: 1.6 | G: 7% | H: 6% | I: 4%
> Cc1cc(C)cc(Oc2nc3ccccn3c(=O)c2/C=C(\C#N)c2nc3ccccc3s2)c1
  A: . | B: . | C: 5% | D: . | E: 0.7% | F: . | G: -20% | H: . | I: 23%
> CCN1CCN(c2cc(C)c3cc(NC(=S)N4CCCCC4)ccc3n2)CC1
  A: -3% | B: i | C: -6% | D: 1% | E: 5.0% | F: -1.3 | G: -7% | H: -4% | I: -14%
> Cn1c(SCC(=O)Nc2ccccc2F)nnc1-c1cccs1
  A: 1% | B: i | C: ? | D: -1% | E: 0.2% | F: 0.4 | G: 5% | H: 11% | I: 2%
> COc1cc(-c2noc(-c3cc4cc(F)ccc4oc3=O)n2)cc(OC)c1OC
  A: . | B: . | C: -1% | D: . | E: -0.6% | F: . | G: 8% | H: . | I: 0%
> O=C(NCc1ccc(F)cc1)C1CC(=O)N(C2CCCC2)C1 (stereo not given)
  A: -1% | B: i | C: 8% | D: 0% | E: -0.2% | F: 1.6 | G: -3% | H: 3% | I: 0%
> CC(OC(=O)C1=COCCO1)C(=O)NC1CCCCC1 (stereo not given)
  A: . | B: i | C: . | D: 3% | E: -0.7% | F: -2.2 | G: . | H: 7% | I: 0%
> COc1ccccc1NC(=O)C[n+]1ccccc1
  A: 2% | B: i | C: 3% | D: -4% | E: -0.2% | F: -2.0 | G: -2% | H: 4% | I: -17%
> O=C(COC(=O)c1ccc(S(=O)(=O)NCc2ccco2)cc1)NC1CCCCC1
  A: 1% | B: i | C: -6% | D: 1% | E: -0.1% | F: -1.7 | G: -10% | H: -11% | I: 22%
> CCOc1cc(N2CCOCC2)c(OCC)cc1NC(=O)Cc1cccc2ccccc12
  A: 0% | B: i | C: -37% | D: -10% | E: -0.2% | F: -0.7 | G: -3% | H: -4% | I: 0%
> Cc1ccc(C2(O)CN(c3ccccc3C)C3=[N+]2CCS3)cc1 (stereo not given)
  A: 1% | B: i | C: 8% | D: 1% | E: 0.9% | F: -0.8 | G: -1% | H: -10% | I: 3%
> O=C(CCc1nc(-c2ccc(F)cc2)no1)NCc1ccccc1CN1CCOCC1
  A: -18% | B: i | C: -15% | D: 2% | E: 0.6% | F: 0.0 | G: 1% | H: -1% | I: 10%
> COc1cc(S(=O)(=O)N2CCCCC2)ccc1NC(=O)c1ccccc1Cl
  A: 1% | B: i | C: -20% | D: 16% | E: -0.4% | F: -2.4 | G: -6% | H: -3% | I: ?
> CCOc1ccc(NC(=O)CSc2nc3ccccc3nc2N2CCOCC2)cc1
  A: -2% | B: i | C: -11%&-20% | D: -5% | E: -0.5%&0.3% | F: -2.7 | G: -4%&3% | H: 1% | I: -7%&-7%
> O=C(O)CC(NC(=O)Nc1ccccc1)c1ccc(OC2CCCC2)cc1 (stereo not given)
  A: 1% | B: i | C: 11% | D: 2% | E: -0.5% | F: -0.8 | G: -5% | H: -3% | I: 4%
> COc1cccc(CNS(=O)(=O)c2cn(C)cn2)c1
  A: -1% | B: i | C: -9% | D: 7% | E: 0.5% | F: -1.8 | G: -1% | H: -2% | I: 2%
> Cc1cc(N2CCN(c3ccccc3)CC2)nc(N)n1
  A: 0% | B: i | C: -29% | D: 1% | E: 0.1% | F: 1.1 | G: -5% | H: 1% | I: -7%
> Cc1ccc(-n2c(SCC(=O)Nc3ccc4c5c(cccc35)CC4)nc(O)cc2=O)cc1
  A: -1% | B: i | C: -5% | D: 9% | E: -0.5% | F: 1.2 | G: 0% | H: 6% | I: 2%
> COc1cccc(NC(=O)CN(C)C(=O)CSCc2nc3scc(-c4cccs4)c3c(=O)[nH]2)c1
  A: ? | B: i | C: 2% | D: -2% | E: 3.0% | F: -1.8 | G: -6% | H: -10% | I: 0%
> CCOC(=O)C1CCN(CCCSc2ccc(C)cc2)CC1
  A: . | B: i | C: -2% | D: -2% | E: -0.8% | F: -17 | G: -2% | H: -4% | I: -4%
> COc1ccc(CNC(=O)CCc2c(C)c3cc4c(C)coc4c(C)c3oc2=O)cc1OC
  A: . | B: . | C: 11% | D: . | E: -1.3% | F: . | G: 0% | H: . | I: -9%
> O=C(c1ccccc1NS(=O)(=O)c1cccc(C(F)(F)F)c1)N1CCc2ccccc21
  A: 0% | B: i | C: -10% | D: -17% | E: -0.2% | F: 0.5 | G: -1% | H: 11% | I: 0%
> Cc1ccc(C2C3=C(CCCC3=O)Nc3[nH]c(=S)[nH]c(=O)c32)cc1 (stereo not given)
  A: -7% | B: i | C: 17% | D: 4% | E: 0.1% | F: 0.5 | G: -2% | H: 9% | I: -22%
> COc1ccc(C(=O)CSc2nncn2C)cc1
  A: 1% | B: i | C: . | D: 1% | E: 0.4% | F: -1.4 | G: 1% | H: 1% | I: 4%
> COc1ccccc1C(=O)COC(=O)c1nc(Cl)ccc1Cl
  A: -4% | B: i | C: ? | D: 5% | E: ? | F: -0.6 | G: 2% | H: -3% | I: -1%
> O=C(O)c1cc2ccccc2cc1Nc1ccccc1
  A: 1% | B: i | C: -2% | D: -1% | E: -0.2% | F: 0.9 | G: 1% | H: ? | I: 14%
> COc1cc(CC2COC(=O)C2(O)Cc2ccc(O)c(OC)c2)ccc1O (stereo not given)
  A: -18% | B: i | C: -6% | D: 11% | E: -0.4% | F: -0.9 | G: -10% | H: -9% | I: -22%
> CCOC(=O)C1=CCC(c2ccc(CC)cc2)N(S(=O)(=O)c2ccc(C)cc2)C1 (stereo not given)
  A: . | B: i | C: . | D: 8% | E: 0.2% | F: 0.2 | G: . | H: -10% | I: -24%
> O=C(NCc1ccccc1)c1ccc(F)c(F)c1
  A: -28% | B: i | C: -11% | D: 4% | E: -0.3% | F: -0.4 | G: -2% | H: -15% | I: 18%
> O=C(CN1C(=O)c2ccccc2C1=O)OCC(=O)c1ccccc1
  A: 1% | B: i | C: 1% | D: 8% | E: 0.0% | F: 0.8 | G: 1% | H: 5% | I: 1%
> COc1ccccc1OCC(=O)Nc1ccccc1C(=O)NCc1ccco1
  A: 1% | B: i | C: -5% | D: 6% | E: 23% | F: -4.1 | G: 0% | H: -5% | I: 4%

Next part; it opens with the 2 that closed the last part.
Letter code – A = Mm-Cpn inhibitor; B = Akt phos inh; C = Nrf2 block; D = EPAC2 agonist; E = Nrf2 ARE act; F = CCT modulator; G = A549 tox; H = EPAC2 antag; I = TGFb inhibitor
> O=C(CN1C(=O)c2ccccc2C1=O)OCC(=O)c1ccccc1
  A: 1% | B: i | C: 1% | D: 8% | E: 0.0% | F: 0.8 | G: 1% | H: 5% | I: 1%
> COc1ccccc1OCC(=O)Nc1ccccc1C(=O)NCc1ccco1
  A: 1% | B: i | C: -5% | D: 6% | E: 23% | F: -4.1 | G: 0% | H: -5% | I: 4%
> CC(=C/c1ccccc1)/C=C1/SC(N2CCOCC2)=NC1=O
  A: -2% | B: i | C: 28% | D: -5% | E: 10% | F: 0.5 | G: 2% | H: 13% | I: 16%
> COCCCNC(=O)c1c(NC(=O)Cc2coc3c(C)c(C)ccc23)sc2c1CCCC2
  A: . | B: . | C: 20% | D: . | E: -0.4% | F: . | G: -7% | H: . | I: 2%
> CC1CCCCC1NC(=O)c1ccc(S(=O)(=O)N2CCN(C)CC2)cc1 (stereo not given)
  A: 1% | B: i | C: -14% | D: 3% | E: -0.2% | F: 0.2 | G: -5% | H: 2% | I: 7%
> CSC1=NCCN1C(=O)c1cccc(C(F)(F)F)c1
  A: -1% | B: i | C: -14% | D: 9% | E: -0.5% | F: 0.4 | G: -12% | H: 5% | I: 1%
> CCNC(=O)C(=O)NCCc1ccc(Cl)cc1
  A: -1% | B: i | C: -24% | D: 12% | E: -0.5% | F: -3.6 | G: 13% | H: -1% | I: -4%

Screening data deposited in PubChem by National Center for Advancing Translational Sciences (NCATS).
